High-throughput results: PubChem BioAssay, National Center for Advancing Translational Sciences (NCATS)
PI4K2A block – blocks human PI4K2A kinase activity | AID 1346378 | activity change, negative = inhibition, % at 76.9 µM | purified PI4K2A, ADP-Glo luminescence, 1 h; active compounds read low | Q9BTU6 | hit rate 0.13% among 420,000; in the data active means activity change below about -50%; inconclusive means mostly about -30% to -49%;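 further: -100% = wells without enzyme as full effect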
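ADP-Glo luminescence measured ADP generated by PI4K2A enzyme (4 ug/mL before mixing) with 1.2 mM PI substrate (pre-mix) and 300 microM ATP (pre-mix). Tris pH7.5 buffer with MgCl2, Triton X-100; 1 h reaction at ambient temperature.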
TrxR1 substrate – rat thioredoxin reductase 1 substrate activity; O89049; purified TrxR1 substrate turnover, NADPH consumption readout; Potency, µM (series often up to 114 µM), for the others: top-dose activity change, negative = substrate turnover; hit rate 0.01% among 390,000; further: potency means the concentration at half of the fitted maximal effect; on the % scale 0 is the no-effect control and ±100 the full control effect; nearly all actives have a fitted effect of over 50% in size
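Rat TrxR1, dispensed at 90 nM, was prereduced with 400 uM NADPH (final) for 5 min at ~22 deg C, then incubated with compound 15 min before 400 uM selenite. A first-read NADPH fluorescence drop versus no-compound background flagged substrates.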
TrxR1 inh – rat TrxR1 inhibition; O89049; recombinant rTrxR1, NADPH fluorescence consumption, selenite substrate; Potency, µM (highest dose often 114 µM), without a hit: at the top dose activity change, negative = inhibition, hits mostly inhibitors; hit rate 1% among 390,000; AID 588453; further: potency means the concentration at half of the fitted maximal effect; on the % scale 0 is the no-effect control and ±100 the full control effect; nearly all actives have a fitted effect of over 65% in size
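Rat TrxR1 (90 nM in the dispensed reagent) was pre-reduced with 400 uM NADPH for 5 min at room temperature, then incubated with compound for 15 min. After 400 uM selenite was added, NADPH fluorescence (Ex 340/Em 450 nm) was followed for 8 min.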
mIDH1 inhibitor – human IDH1 R132H inhibition. O75874. IDH1-R132H enzyme, NADPH consumption, diaphorase/resazurin fluorescence. Potency, µM (highest dose often 76.6 µM), inactives show top-dose activity change, negative = inhibition, most hits filed as inhibitors. hit rate 0.093% among 390,000. AID 602179; further: potency means the concentration at half of the fitted maximal effect; on the % scale 0 is the no-effect control and ±100 the full control effect; nearly all actives have a fitted effect of over 65% in size
Target sequence (O75874 whole entry R132H, stated change not applied): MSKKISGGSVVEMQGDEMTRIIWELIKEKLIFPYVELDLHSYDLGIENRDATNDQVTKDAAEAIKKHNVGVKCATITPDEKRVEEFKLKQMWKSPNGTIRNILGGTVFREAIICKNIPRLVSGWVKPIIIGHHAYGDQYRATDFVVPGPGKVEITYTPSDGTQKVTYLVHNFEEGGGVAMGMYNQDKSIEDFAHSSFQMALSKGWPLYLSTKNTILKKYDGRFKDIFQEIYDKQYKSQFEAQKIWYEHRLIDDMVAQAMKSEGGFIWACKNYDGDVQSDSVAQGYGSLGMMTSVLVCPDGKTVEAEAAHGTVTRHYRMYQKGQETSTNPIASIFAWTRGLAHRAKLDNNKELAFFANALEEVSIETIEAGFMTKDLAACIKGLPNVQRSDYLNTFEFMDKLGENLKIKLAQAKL
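IDH1-R132H (0.5 ug/mL) preincubated 30 min with compound, then NADPH (0.016 mM) and alpha-KG (2 mM) added; 80 min at RT, pH 7.5. Remaining NADPH coupled via diaphorase/resazurin to fluorescence (540/590 nm); concentration-response curves normalized to no-enzyme control.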
HP1b chromo inh – inhibitors of HP1-beta chromodomain binding to methylated histone tails | P83916 | AlphaScreen HP1-beta / biotin-H3K9me3 peptide binding | Potency, µM (highest dose often 114 µM), inactives show at the highest dose activity change, negative = inhibition, actives largely listed as inhibitors | hit rate 0.56% among 390,000; further: potency means the concentration at half of the fitted maximal effect; nearly all actives have a fitted effect of over 70% in size; inactives centre near 23
Target sequence (P83916 whole entry, looked up): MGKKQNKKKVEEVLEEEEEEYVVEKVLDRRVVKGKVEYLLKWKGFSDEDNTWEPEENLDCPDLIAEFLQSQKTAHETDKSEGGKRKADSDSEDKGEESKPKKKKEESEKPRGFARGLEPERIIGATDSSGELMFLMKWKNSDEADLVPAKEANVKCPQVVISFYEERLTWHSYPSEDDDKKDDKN
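Compound inhibition of the preformed complex between 50 nM HP1-beta and 50 nM biotinylated H3K9me3 peptide was read by AlphaScreen. Buffer was PBS pH 7.4 with 0.01% Tween-20. Incubations ran 30 min at room temperature, with 10 ug/mL donor/acceptor beads.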
Tb PGK inh – inhibitors of T. brucei phosphoglycerate kinase; P07378; PGK/GAPDH coupled, Kinase-Glo luminescence, 60 min; Potency, µM (series often up to 57.5 µM), inactives show at the top dose activity change, negative = inhibition, usual class: inhibitors; hit rate 0.043% among 380,000; further: potency means the concentration at half of the fitted maximal effect; on the % scale 0 is the no-effect control and ±100 the full control effect; nearly all actives have a fitted effect of over 60% in size
Target sequence (P07378 whole entry, looked up): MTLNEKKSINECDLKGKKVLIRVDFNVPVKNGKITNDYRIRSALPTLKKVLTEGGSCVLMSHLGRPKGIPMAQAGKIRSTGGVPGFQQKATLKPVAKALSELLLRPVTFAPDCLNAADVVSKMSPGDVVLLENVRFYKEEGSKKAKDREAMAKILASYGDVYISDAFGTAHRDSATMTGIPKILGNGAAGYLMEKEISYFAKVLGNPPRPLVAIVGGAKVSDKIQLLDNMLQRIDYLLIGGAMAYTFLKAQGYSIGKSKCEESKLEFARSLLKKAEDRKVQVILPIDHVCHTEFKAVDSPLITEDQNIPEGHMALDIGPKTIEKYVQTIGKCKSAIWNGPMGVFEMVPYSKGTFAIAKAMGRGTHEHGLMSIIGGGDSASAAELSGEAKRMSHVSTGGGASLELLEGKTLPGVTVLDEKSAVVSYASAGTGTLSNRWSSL
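Luminescent ATP detection (Kinase-Glo Plus) follows a 60-minute room-temperature incubation, with wells lacking PGK as controls. Buffer: 100 mM TEA (pH 7.6), 5 mM MgCl2, 0.01% Tween-20. Coupling enzyme GAPDH (100 nM final) supplies unstable 1,3-BPG in-well.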
USP1-UAF1 inh – blocks the human USP1/UAF1 deubiquitinase complex. O94782. recombinant USP1/UAF1, Ub-Rhodamine cleavage fluorescence. Potency, µM (titrated, usually from 57.1 µM), without a hit: at the top dose activity change, negative = inhibition, usual class: inhibitors. hit rate 0.23% among 390,000; further: potency means the concentration at half of the fitted maximal effect; on the % scale 0 is the no-effect control and ±100 the full control effect; nearly all actives have a fitted effect of over 60% in size; inactives centre near -12
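USP1/UAF1 complex at 1 nM was preincubated with compound for 15 min at room temperature, then Ub-Rho substrate (150nM final) was added. Fluorescence (480/540 nm) was read kinetically, 6 reads every 60 seconds.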
GLS inh – blocks human kidney-isoform glutaminase activity | O94925 | GLS enzymatic activity, qHTS titration | Potency, µM (series often up to 45.5 µM), inactives show top-dose activity change, negative = inhibition, hits mostly inhibitors | hit rate 0.21% among 410,000 | AID 624170; further: potency means the concentration at half of the fitted maximal effect; on the % scale 0 is the no-effect control and ±100 the full control effect
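Human kidney-isoform GLS in 45 mM KH2PO4 pH 8.2, 0.02% Tween-20, with compound, started with 1mM L-Glutamine (added stock). Glutamate oxidase/HRP/Amplex red coupled fluorescence read at start and after 30 min at RT.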
Pin1 inhibitor – blocks the human prolyl isomerase Pin1 | Q13526 | Pin1 FP peptide displacement, HiFluor488, 10 min | Potency, µM (highest dose often 115 µM), for inactives: at the top dose activity, negative = inhibition, hits mostly inhibitors | hit rate 0.009% among 390,000; active means well fitted inhibition curve with a large enough effect in the polarisation, with a control signal flat, not every such curve was filed as active; inconclusive means small, poorly fitted or top-dose-only effect, or effect the other way, or a change in a side signal; inactive means no such curve, though single readings can be large or run the other way; the % refers to the polarisation; further: potency means the concentration at half of the fitted maximal effect; on the % scale 0 is the no-effect control and ±100 the full control effect
An asterisk follows results filed as active; i = inactive; ? = inconclusive; · = not tested or not shown; [ ] = remark or other dose. Unless noted, the call rests on the fitted dose curve; in most records, active means well fitted curve in the direction sought with a large enough effect; inconclusive means small, poorly fitted or top-dose-only effect, or another doubt; inactive means no such curve, though single readings can be large; an effect the other way counts as inactive or inconclusive. Not all compounds are listed (hit frequency here may not be typical).

Each structure is followed by: PI4K2A block	TrxR1 substrate	TrxR1 inh	mIDH1 inhibitor	HP1b chromo inh	Tb PGK inh	USP1-UAF1 inh	GLS inh	Pin1 inhibitor
1. C/C(=N\NC(=O)C(N)=O)c1ccc2c(c1)OCCO2
 : 0.2	3.1%[57.1 µM]	8.5%[57.1 µM]	-14.3%	-1.9%	-3.3%	-4.6%	2.1%	-0.6%
2. Cc1nnc(NC(=O)CCCCCN2C(=O)C3C4C=CC(C4)C3C2=O)s1 (centres undefined)
 : -5.9	-1.2%	10.5%	-3.5%	32.4%	-9.8%	-20.8%	-0.3%	-5.3%
3. CCN1CCN(C(=S)NCc2ccc(C)cc2)CC1
 : 1.7	-3.8%	-5.6%	2.1%	16.6%	-0.7%	0.1%	3.2%	-0.1%
4. Cc1cc(=O)oc2cc(OCC(=O)NCCCN3CCCC3=O)ccc12
 : -1.5	26.1%	1.7%	-6.7%	53.2%[activator]	-1.1%	-20.9%	1.7%	0.3%
5. O=C(CN1CCN(C(c2ccccc2)c2ccccc2)CC1)NC(=O)NCc1ccco1
 : 2.4	-3.8%	-3.3%	0.0%	2.8%	i	2.2%	-21.1%	6.1%
6. COc1ccc(N2CC(C(=O)N3CCN(C)CC3)CC2=O)cc1 (centres undefined)
 : 5.3	3.9%	1.8%	-0.1%	20.8%	-4.6%	-8.4%	-2.7%	6.4%
7. CN1CCN(c2ccc(NC(=O)c3ccc([N+](=O)[O-])o3)cc2Cl)CC1
 : 1.4	2.7%	-9.1%	20.7%	7.5%	-1.9%	-20.1%	-3.3%	-5.4%
8. CC(NC(=O)c1ccco1)C1CCCO1 (centres undefined)
 : -5.8	12.1%	19.5%	3.2%	2.8%	-5.8%	-4.4%	-7.5%	1.5%
9. CC1=C(C(=O)Nc2ccccc2C)C(c2ccccc2)NC(=O)N1 (centres undefined)
 : -9.8	5.5%	13.8%	3.2%	39.6%[activator]	-7.0%	-21.8%	3.6%	-0.5%
10. COc1ccc(CNC(=O)CN(C)CC(=O)Nc2ccccc2Br)cc1
 : 1.0	0.4%	15.2%	-9.7%	18.2%	-5.3%	-3.9%	8.2%	2.2%
11. COc1ccc(OC)c(C(=O)Nc2c(O)ccc3ccccc23)c1
 : -3.4	0.0%[57.1 µM]	-8.5%[57.1 µM]	5.7%	2.2%	-4.5%	-14.3%	?	9.2%
12. NS(=O)(=O)c1ccc(CNC(=O)c2ccc(Cl)cc2[N+](=O)[O-])cc1
 : -3.0	-9.0%	-12.0%	-7.5%	4.4%	-4.3%	1.4%	-0.1%	6.9%
13. COCC(=O)N1CCC(Oc2ccc(C(=O)N[C@H](C(=O)OC)C(C)C)cc2)CC1
 : -0.8	3.2%	8.4%	-1.4%	24.4%	-1.5%	-17.3%	1.1%	-3.1%
14. CCNC(=S)N/N=C(\C)c1cc2ccccc2o1
 : -5.3	-21.4%	?	3.5%	?	6.3%	-14.0%	27.2%	-5.2%
15. CC(Oc1ccc2c3c(c(=O)oc2c1)CCC3)C(=O)NCCN1CCOCC1 (centres undefined)
 : -2.0	19.4%	2.3%	-2.3%	28.1%	0.3%	-4.9%	-2.1%	2.2%
16. COc1ccccc1OCCC(=O)OCC(=O)Nc1cc(S(=O)(=O)N(C)C)ccc1Cl
 : -13.3	5.2%	?	-2.7%	25.2%	1.2%	-25.1%	?	-4.8%
17. Cc1[nH]nc2c1C(C(C)c1ccccc1)C(C#N)=C(N)O2 (centres undefined)
 : -9.2	-13.5%[57.1 µM]	15.6%[57.1 µM]	8.7%	-5.6%	i	-23.5%	-9.8%	1.5%
18. O=C(NCCN1C(=O)S/C(=C\c2ccccc2F)C1=O)C1=COCCO1
 : -0.8	3.2%	4.3%	8.1%	43.5%	i	-15.8%	-2.9%	5.1%
19. Cc1ccccc1C(=O)Nc1cccc(OCc2cc(=O)n3cccc(C)c3n2)c1
 : 0.7	9.4%[57.1 µM]	25.7%[57.1 µM]	-11.4%	6.3%[57 µM]	1.0%	1.1%	-4.5%	?
20. O=C(NC(=S)Nc1ccc(S(=O)(=O)Nc2nccs2)cc1)c1ccc(Br)o1
 : -1.1	5.4%[0.0914 µM]	-24.8%	-11.1%	-12.0%	-1.9%	8.2%	13.0%	85.7%[activator]
21. CSc1cccc(NC(=O)Cc2ccccc2[N+](=O)[O-])c1
 : -2.3	4.1%[57.1 µM]	2.6%[57.1 µM]	0.3%	15.8%	-4.7%	11.1%	0.0%	-1.6%
22. Cc1cc(S(=O)(=O)Nc2ccc(C(=O)NCCN3CCOCC3)cc2)ccc1F
 : -2.5	·	·	3.5%	·	2.3%	2.5%	2.7%	·
23. O=C(Nc1cccc(F)c1)c1ccc2c(c1)OCO2
 : -9.7	1.8%	5.2%	17.0%	26.4%	-5.4%	4.8%	0.0%	-1.5%
24. Cc1ccc(Cn2c(C)nc3c(c2=O)c2nc4ccccc4nc2n3Cc2ccco2)cc1
 : -21.6	50.8%[activator]	10µM*	-9.0%	1.5%	-5.5%	-9.1%	10.9%	?
25. COCCNC(=O)c1ccccc1NS(=O)(=O)c1ccc(Br)s1
 : 2.1	2.8%	8.2%	-0.7%	55.3%[activator]	-1.1%	-11.8%	2.1%	2.4%
26. COc1cccc(/C=C2\SC(=S)N(CCCC(=O)N3CCOCC3)C2=O)c1
 : 3.4	·	·	3.6%	·	-3.7%	-18.2%	0.3%	·
27. C[C@]12c3[nH]c4cc(-c5ccco5)ccc4c3CCN1C(=O)[C@@H](CC(=O)NCCCn1ccnc1)C[C@@H]2C(=O)N1CCOCC1
 : 4.4	39.2%[activator]	12.1%	6.9%[38.3 µM]	-34.1%	-0.3%	-4.7%	-4.8%	-1.3%
28. C/C(=N/NS(=O)(=O)c1ccc(F)cc1)c1ccncc1
 : -3.8	3.4%	?	3.8%	32.3%[activator]	-8.4%	-15.1%	7.9%	-3.9%
29. CC(C)Oc1ccc(C(=O)Nc2c3c(nn2C(C)(C)C)CS(=O)(=O)C3)cc1
 : -0.2	1.8%	19.8%	-9.5%	48.4%[activator]	-6.5%	-27.4%	-3.5%	1.8%
30. CCN(CC)C(=O)[C@H]1C[C@H](CC(=O)NCC23CC4CC(CC(C4)C2)C3)C(=O)N2CCc3c([nH]c4cc(CCC(=O)N(C)C)ccc34)[C@]12C
 : -0.1	-0.2%	12.2%	0.2%[38.3 µM]	2.6%	i	-14.6%	8.0%	2.1%
31. Cc1ccccc1NS(=O)(=O)c1nnc(NC(=O)c2ccc(Br)cc2)s1
 : -1.1	-6.5%	-11.7%	-0.5%	38.4%	-8.9%	-25.5%	20.3%	34.3%[activator]
32. CCC(C)C(NC(=O)OCc1ccccc1)C(=O)NCC(c1ccccc1)N(C)C (centres undefined)
 : -4.8	-9.3%[0.0914 µM]	1.4%[57.1 µM]	3.7%	31.7%	-0.2%	-15.6%	-17.1%	0.5%
33. COc1cccc(-n2nnc3c(=O)n(CC(=O)Nc4ccccc4C)cnc32)c1
 : -3.4	-1.9%[57.1 µM]	20.2%	16.1%	34.7%	-1.9%	-21.7%	-2.7%	36.1%[activator]
34. CCOC(=O)CC1COCCN1Cc1cn(C)nc1-c1ccccc1F (centres undefined)
 : 1.1	4.8%	10.3%	-8.4%	44.4%[activator]	-7.1%	-21.4%	-3.7%	0.4%
35. Cc1ccc(S(=O)(=O)N(CC(=O)NCC2CCCO2)c2cccc([N+](=O)[O-])c2)cc1 (centres undefined)
 : -1.9	3.3%	14.5%	-1.7%	30.0%	-6.5%	-26.9%	0.1%	4.7%
36. S=C(Nc1cccc2ccccc12)N1CCN(c2ncccn2)CC1
 : 0.8	-0.8%	-13.8%	5.6%	9.8%	i	-12.4%	8.2%	-6.9%
37. COc1c(Cl)cc(-c2noc(C)c2C(=O)NCCc2ccc(C)cc2)cc1Cl
 : -2.9	6.6%	25.8%	6.7%	82.5%[activator]	-3.0%	-24.3%	1.9%	-0.3%
38. S=C(Nc1ccc2nsnc2c1)N1CCCCCC1
 : -2.1	-8.5%[57.1 µM]	-12.4%[57.1 µM]	10.3%	93.4%[activator]	i	-21.9%	-0.8%	?
39. Cc1cc(=O)oc2c1c(C)nn2-c1cccc(Cl)c1
 : -7.1	-3.5%	9.6%	6.6%	15.8%	3.7%	-12.0%	12.2%	1.5%
40. Cc1ccc(-c2nc(CN3CCCCC3CCN3CCCC3=O)c(C)o2)o1 (centres undefined)
 : 7.9	12.2%[57.1 µM]	16.2%[57.1 µM]	-4.0%	5.0%	7.4%	-26.9%	-0.1%	?
41. O=S(=O)(c1ccc(NCC2CCCCC2)nc1)N1CCOCC1
 : 0.6	14.5%[57.1 µM]	7.5%[57.1 µM]	3.8%	51.4%[activator]	-1.9%	-16.7%	-6.6%	0.7%
42. COc1ccc(C(=O)NCC(=O)OCC(=O)NCc2cccs2)cc1
 : -0.2	-2.0%	18.0%	10.1%	39.9%[activator]	-3.3%	-16.0%	4.3%	-2.6%
43. COCCCNC(=S)N/N=C/c1ccc2c(c1)OCO2
 : -3.6	-5.9%	-1.4%	4.5%	42.0%[activator]	-6.2%	-19.7%	6.6%	-5.4%
44. O=C(/C=C/c1ccc(Cl)cc1)N(Cc1ccccc1)C1CCS(=O)(=O)C1 (centres undefined)
 : -4.3	6.2%[57.1 µM]	8.5%	-2.9%	31.3%	4.3%	-0.9%	-2.8%	3.5%
